High-throughput results from PubChem.
PLCg1 inh – inhibitors of human phospholipase C gamma1. P19174. purified PLC-gamma1, fluorogenic substrate, fluorescence. inhibition, % at 12.2 µM. hit rate 0.84% among 370,000; in the data active means inhibition above about 9.5%
Target sequence (P19174 whole entry, looked up): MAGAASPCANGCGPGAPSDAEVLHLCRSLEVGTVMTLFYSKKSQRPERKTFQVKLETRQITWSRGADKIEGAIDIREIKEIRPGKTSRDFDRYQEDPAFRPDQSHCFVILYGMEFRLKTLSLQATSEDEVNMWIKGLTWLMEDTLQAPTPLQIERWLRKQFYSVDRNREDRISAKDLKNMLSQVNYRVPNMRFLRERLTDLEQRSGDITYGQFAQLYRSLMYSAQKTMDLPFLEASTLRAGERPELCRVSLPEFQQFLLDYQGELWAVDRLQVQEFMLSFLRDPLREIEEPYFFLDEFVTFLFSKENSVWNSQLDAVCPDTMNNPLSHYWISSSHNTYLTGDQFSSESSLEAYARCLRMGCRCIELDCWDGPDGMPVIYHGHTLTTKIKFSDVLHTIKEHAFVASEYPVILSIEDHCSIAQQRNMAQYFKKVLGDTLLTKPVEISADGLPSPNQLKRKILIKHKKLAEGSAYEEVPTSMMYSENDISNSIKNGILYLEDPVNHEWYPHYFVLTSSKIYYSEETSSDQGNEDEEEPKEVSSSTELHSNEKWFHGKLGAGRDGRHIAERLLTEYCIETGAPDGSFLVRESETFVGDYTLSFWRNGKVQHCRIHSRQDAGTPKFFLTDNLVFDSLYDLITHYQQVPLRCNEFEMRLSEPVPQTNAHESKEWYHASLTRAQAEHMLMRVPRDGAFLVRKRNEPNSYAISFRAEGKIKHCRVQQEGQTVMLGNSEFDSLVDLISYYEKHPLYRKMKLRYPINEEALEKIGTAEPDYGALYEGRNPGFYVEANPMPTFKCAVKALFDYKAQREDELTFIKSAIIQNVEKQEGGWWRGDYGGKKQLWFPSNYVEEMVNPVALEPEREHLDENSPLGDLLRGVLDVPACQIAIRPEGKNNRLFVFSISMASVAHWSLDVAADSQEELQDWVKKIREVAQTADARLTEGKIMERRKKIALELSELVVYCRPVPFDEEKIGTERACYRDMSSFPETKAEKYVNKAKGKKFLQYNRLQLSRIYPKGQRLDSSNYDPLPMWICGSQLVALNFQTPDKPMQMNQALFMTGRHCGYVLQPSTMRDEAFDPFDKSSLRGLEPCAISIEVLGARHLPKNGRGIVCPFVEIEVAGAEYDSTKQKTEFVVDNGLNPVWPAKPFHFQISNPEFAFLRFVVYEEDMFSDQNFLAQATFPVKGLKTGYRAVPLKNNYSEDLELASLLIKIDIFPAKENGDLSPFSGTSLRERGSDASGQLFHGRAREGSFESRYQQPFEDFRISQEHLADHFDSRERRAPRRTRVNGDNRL
TDP2 absorb – blocks human TDP2 phosphodiesterase activity. O95551. recombinant TDP2, T5PNP hydrolysis, p-nitrophenol absorbance 415 nm. inhibition, % at 12.8 µM. hit rate 0.34% among 370,000. AID 720702;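 active means inhibition above the mean of all tested compounds plus 3 SD, set per campaign, cut at about 25% in these data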;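 further: 0% = DMSO with enzyme and 100% = buffer with substrate but no TDP2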
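Test system: Human TDP2 enzyme | Reagent: 5 mM T5PNP | Compound dosing: 12.8 µM single point, 1% DMSO | Incubation: Enzyme reaction with compound for 2 h at 37 °C | Technique: p-Nitrophenol epi absorbance | Read-out: % inhibition relative to enzyme-containing and enzyme-free wells | Benchmarks: High control without enzyme, low control DMSO plus TDP2 | Replicates: Singlicate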
SIAE primary – inhibitors of human sialic acid acetylesterase SIAE | hit rate 0.69% among 370,000 | SIAE FP-Rh probe binding, fluorescence polarization | inhibition, % at 9.66 µM | AID 1053197;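 active means inhibition above a cutoff: mean of compounds within the control limits plus 3 SD of those, cut at about 17% in these data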;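 further: 0% = plate median of compound wells and 100% = probe without SIAE protein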
PLCb3 inh – blocks human PLC-beta3 enzyme activity; Q01970; Purified PLC-beta3, fluorogenic substrate, fluorescence; inhibition, % at 12.2 µM; hit rate 0.18% among 370,000; AID 720704; in the data active means inhibition above about 11%;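 further: 0% = median of compound wells on plate and 100% = full blocker control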
Tn7 DDE FP – disrupts Tn7 cyclic peptide binding to fibrin D-Dimer-E complex; FP displacement of FITC-Tn7 peptide from fibrin DD(E); 0% = median of compound wells per plate; inhibition, % at 8.3 µM; hit rate 0.13% among 370,000; AID 720508;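 active means inhibition above the mean of compounds falling within the control limits plus 3 SD of them, cut at about 14% in these data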;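 further: 0% = plate median of compound wells and 100% = 10 µM Aha-Tn7 peptide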
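System: human fibrin DD(E); quantity: Fibrin-DD(E) at 2 µM final; also added: fluorescent Tn7 probe at 0.1 µM; compound dosing: single nominal test concentration of 8.3 µM per compound; schedule: 10 min preincubation, 3 h with tracer, room temperature; detection: fluorescence polarization of the labelled Tn7 tracer; repeats: one replicate per compound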
ADAM10 inh – inhibitors of human ADAM10 | recombinant ADAM10, EDANS/DABCYL FRET peptide cleavage, 3 h | hit rate 0.62% among 370,000 | inhibition, % at 7 µM | O14672;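 active means inhibition above a per-campaign cutoff equal to the mean of compounds falling between control-based bounds plus 3 SD, cut at about 20% in these data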;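 further: 0% = DMSO wells while the 100% control is not disclosed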
ASAP1 inh – inhibitors of human ASAP1 ArfGAP activity; inhibition, % at 16.5 µM; Q9ULH1; ASAP1-stimulated ARF1 GTP hydrolysis, GDP FP detection; hit rate 0.19% among 360,000; in the data active means inhibition above about 25%;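 further: 0% = vehicle with enzyme and substrate and 100% = no enzyme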
ADAM17 inh – inhibits human ADAM17. AID 720648. inhibition, % at 6.95 µM. hit rate 0.83% among 370,000. recombinant ADAM17, EDANS/DABCYL FRET peptide cleavage;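 active means inhibition above the mean of compounds lying between control limits plus 3 SD, set per campaign, cut at about 8.5% in these data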;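 further: 0% = DMSO-only wells as the low control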
DDE Tn6 FP inh – disrupts Tn6 cyclic peptide binding to fibrin D-Dimer-E complex. Fibrin DD(E) TRITC-Tn6 fluorescence polarization displacement. AID 720509. inhibition, % at 8.3 µM. hit rate 0.21% among 370,000. P02675;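 active means inhibition above a per-campaign cutoff: mean of compounds within control limits plus 3 SD, cut at about 15% in these data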;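 further: 0% = median of all compound wells on the plate and 100% = blocking peptide control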
ARFGAP1 inhibitor – inhibits rat ARF GTPase activating protein 1; Q62848; Arfgap1-stimulated ARF1 GTP hydrolysis, GDP FP detection; inhibition, % at 16.5 µM; hit rate 0.26% among 360,000; AID 651572;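 active means inhibition above a per-plate limit, mean inhibition of low control wells plus 3 SD, cut at about 25% in these data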;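 further: 0% = DMSO wells with enzyme and 100% = wells lacking Arfgap1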
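material = rat Arfgap1 catalytic domain, aa 1-136 | also added = human ARF1(Δ1-17)-GTP substrate | compound dosing = one concentration, 16.5 µM, DMSO 1.26% | times = GTP hydrolysis reaction 2 h at 25 °C | measured by = FP, GDP Alexa 633 tracer displaced from anti-GDP antibody, 620/688 nm | evaluation = percent inhibition of Arfgap1-stimulated GTP hydrolysis | replication = single well per compound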
* = called active by the depositor.

SMILES | PLCg1 inh | TDP2 absorb | SIAE primary | PLCb3 inh | Tn7 DDE FP | ADAM10 inh | ASAP1 inh | ADAM17 inh | DDE Tn6 FP inh | ARFGAP1 inhibitor
COc1ccc(N2CCN(C(=O)Cn3cncn3)CC2)cc1 | 1 | 6 | 6 | -4 | -1 | -3 | 9 | -1 | -4 | -8
Cc1noc(C)c1-c1ccc(C(=O)NCc2ccc(Cl)cc2)c2occc12 | 1 | -7 | -10 | 0 | -3 | -8 | -10 | -3 | 6 | 13
NC(=O)[C@@H]1CCCN1C(=O)c1cc(COc2ccc3c(c2)CCCC3)on1 | 4 | -1 | 2 | -4 | 4 | -2 | 2 | -1 | 3 | -1
O=[N+]([O-])c1cc(/C=N/N2CCCCC2)ccc1Cl | -1 | 16 | 8 | 0 | -9 | 0 | 1 | 2 | -4 | 0
CCC(=O)N1CCC1(C)C(=O)Nc1ccc(F)cc1 (stereo not drawn) | 3 | -2 | -3 | 2 | 9 | -28 | -16 | -5 | 4 | -6
CCOC(=O)N/N=C\c1cccc(OC)c1 | 0 | 12 | 5 | -4 | -3 | 1 | -1 | -3 | 2 | -2
O=C(O)CSc1nnc(-c2ccc(Cl)cc2Cl)n1-c1ccccc1 | -3 | 0 | -4 | -7 | 0 | 7 | -9 | -6 | -5 | 2
CCCNC(=O)c1ccc(N2CCC3(CC2)CC(c2ccccc2)=NO3)c(NC(=O)c2ccco2)c1 | 2 | -20 | -17 | -4 | -2 | 5 | -4 | 5 | -9 | 8
CC(=O)NC(C)c1ccc(Cl)c(Cl)c1 (stereo not drawn) | -2 | -2 | 8 | 2 | -2 | 0 | -7 | -2 | 9 | -4
CC(Cc1cccnc1)NC(=O)c1ccccc1OC1CCN(S(C)(=O)=O)CC1 (stereo not drawn) | 2 | -15 | -2 | 1 | -3 | 0 | -4 | -1 | 2 | 3
COc1ccc(Cl)cc1NC(=O)CCN1CCN(c2ccccc2C)CC1 | 2 | 2 | 3 | 2 | 6 | 4 | -6 | 2 | 1 | -16
CN(/N=C/c1ccncc1)C1=NS(=O)(=O)c2ccccc21 | 3 | 12 | -4 | 3 | -4 | -5 | -1 | -2 | 1 | -6

Some of these compounds in order of formula weight, ascending.
SMILES | PLCg1 inh | TDP2 absorb | SIAE primary | PLCb3 inh | Tn7 DDE FP | ADAM10 inh | ASAP1 inh | ADAM17 inh | DDE Tn6 FP inh | ARFGAP1 inhibitor
CCOC(=O)N/N=C\c1cccc(OC)c1 | 0 | 12 | 5 | -4 | -3 | 1 | -1 | -3 | 2 | -2
CC(=O)NC(C)c1ccc(Cl)c(Cl)c1 (stereo not drawn) | -2 | -2 | 8 | 2 | -2 | 0 | -7 | -2 | 9 | -4
CCC(=O)N1CCC1(C)C(=O)Nc1ccc(F)cc1 (stereo not drawn) | 3 | -2 | -3 | 2 | 9 | -28 | -16 | -5 | 4 | -6
O=[N+]([O-])c1cc(/C=N/N2CCCCC2)ccc1Cl | -1 | 16 | 8 | 0 | -9 | 0 | 1 | 2 | -4 | 0
CN(/N=C/c1ccncc1)C1=NS(=O)(=O)c2ccccc21 | 3 | 12 | -4 | 3 | -4 | -5 | -1 | -2 | 1 | -6
COc1ccc(N2CCN(C(=O)Cn3cncn3)CC2)cc1 | 1 | 6 | 6 | -4 | -1 | -3 | 9 | -1 | -4 | -8
NC(=O)[C@@H]1CCCN1C(=O)c1cc(COc2ccc3c(c2)CCCC3)on1 | 4 | -1 | 2 | -4 | 4 | -2 | 2 | -1 | 3 | -1
O=C(O)CSc1nnc(-c2ccc(Cl)cc2Cl)n1-c1ccccc1 | -3 | 0 | -4 | -7 | 0 | 7 | -9 | -6 | -5 | 2
Cc1noc(C)c1-c1ccc(C(=O)NCc2ccc(Cl)cc2)c2occc12 | 1 | -7 | -10 | 0 | -3 | -8 | -10 | -3 | 6 | 13
COc1ccc(Cl)cc1NC(=O)CCN1CCN(c2ccccc2C)CC1 | 2 | 2 | 3 | 2 | 6 | 4 | -6 | 2 | 1 | -16
CC(Cc1cccnc1)NC(=O)c1ccccc1OC1CCN(S(C)(=O)=O)CC1 (stereo not drawn) | 2 | -15 | -2 | 1 | -3 | 0 | -4 | -1 | 2 | 3
CCCNC(=O)c1ccc(N2CCC3(CC2)CC(c2ccccc2)=NO3)c(NC(=O)c2ccco2)c1 | 2 | -20 | -17 | -4 | -2 | 5 | -4 | 5 | -9 | 8

The results go on.
SMILES | PLCg1 inh | TDP2 absorb | SIAE primary | PLCb3 inh | Tn7 DDE FP | ADAM10 inh | ASAP1 inh | ADAM17 inh | DDE Tn6 FP inh | ARFGAP1 inhibitor
O=C(CSc1n[nH]c(-c2ccccc2)n1)c1ccccc1 | 1 | 0 | 0 | 2 | 3 | -9 | -2 | 0 | 5 | 8
Cc1noc(C)c1NC(=O)Nc1cccc2c1O[C@H](CN(C)C(=O)NC1CCCCC1)[C@@H](C)CN([C@H](C)CO)C2=O | 0 | 9 | -1 | 2 | 2 | 0 | -8 | -3 | 1 | -5
COc1ccc(NC(=O)CSc2nnc(-c3cccnc3)o2)cc1 | -1 | 6 | 4 | -1 | -8 | -7 | 9 | -4 | -2 | -12
COc1cc(-c2nnc(SCC(=O)NC3CCCC3)n2C)cc(OC)c1O | 2 | -9 | 2 | -1 | 1 | 0 | 7 | 1 | -3 | 1
COc1ccc([N+](=O)[O-])cc1C(=O)NC1CCN(Cc2ccccc2)CC1 | 6 | 8 | 6 | 6 | -3 | -2 | 2 | -1 | 1 | 7
COC(=O)c1ccccc1NC(=O)CC#N | 1 | 11 | 0 | 0 | 3 | -8 | -3 | -7 | 1 | 0
CCOc1ncccc1C(=O)Nc1cc(S(=O)(=O)N2CCCCCC2)ccc1OC | 1 | 6 | 4 | -2 | 4 | 2 | -14 | 1 | -7 | -2
NNC(=O)c1ccc(OCC2CC(c3ccc(Cl)cc3)=NO2)cc1 (stereo not drawn) | -2 | 0 | -7 | -8 | -2 | -4 | 5 | -1 | -4 | -1
Cc1cc(C)c2c(n1)sc1c(O)cc(=O)[nH]c12 | -17 | 1 | -1 | -17 | -11 | -15 | 3 | -6 | 0 | 0
CC(CC(=O)Nc1ccccc1C(F)(F)F)c1ccccc1 (stereo not drawn) | -1 | 4 | 6 | 6 | -1 | 1 | -21 | -2 | 6 | -3
O=C(Nc1nnc([C@H]2C[C@H](O)[C@@H](CO)O2)s1)c1ccc(Oc2ccccc2)cc1 | -9 | 7 | 3 | -11 | 7 | -2 | 9 | -3 | 6 | -15
Cc1ccc(N2CCN(C(=O)N3CCOCC3)CC2)cc1C | 1 | 14 | 5 | -8 | 2 | -6 | 4 | -5 | -2 | -1
O=C(COC(=O)c1ccc(OC(F)F)cc1)NCC1CCCO1 (stereo not drawn) | 1 | 0 | -2 | 0 | 2 | 3 | 1 | -1 | -9 | 14
COc1ccc(Cl)cc1C(=O)NNC(=O)c1[nH]c(C)c(C(C)=O)c1C | -46 | 15 | 4 | -60 | 1 | -92 | -11 | -27 | -2 | 1
Cc1cc(C)n(CC(=O)NNC(=O)CC(C)c2ccccc2)n1 (stereo not drawn) | -1 | 3 | -3 | -3 | 3 | -3 | -10 | -2 | 1 | 16
CCCN1Cc2cccc(C(=O)NC(CC(=O)OCC)c3ccc(OCC)c(OC)c3)c2C1=O (stereo not drawn) | -2 | 1 | -1 | 2 | 6 | -5 | 8 | -2 | -1 | -3
O=C1CC(N2CCN(c3ccccc3F)CC2)C(=O)N1c1ccc2c(c1)OCCO2 (stereo not drawn) | 1 | -8 | 1 | -1 | -6 | 6 | 4 | -3 | -5 | 4
COc1ccc(N2CCN(C(=O)COC(=O)c3ccc(-n4nc(C)cc4C)cc3)CC2)cc1 | 1 | -1 | 2 | -5 | -4 | -7 | -5 | -7 | -3 | -3
CC1(c2ccccc2)CC(C)(C)N(C(=O)C2CCCO2)c2ccccc21 (stereo not drawn) | 3 | -9 | -3 | 3 | 2 | 5 | -1 | 3 | 1 | -7
Cc1ccc(Nc2nnc(SCC(=O)c3ccc(O)cc3O)s2)cc1 | -1 | 5 | 8 | -10 | 1 | -4 | 11 | 1 | -2 | -1
Cc1ccc(C(=O)OCC(=O)NC2CCCC2)cc1C | 1 | -13 | -3 | -3 | 5 | -3 | 4 | 1 | 0 | 3
O=C(Nc1nc(-c2ccc(F)cc2)cs1)C1CCCO1 (stereo not drawn) | 12* | -8 | 3 | 3 | -6 | 5 | -6 | 2 | -2 | 1
CC(=O)Nc1nc(C)c(-c2csc(Nc3ccc(S(N)(=O)=O)cc3)n2)s1 | -68 | -13 | -10 | -101 | 0 | -314 | -7 | -151 | -4 | 4
COC(=O)c1cc(NC(=O)C2CC=CCC2C(=O)O)cc(C(=O)OC)c1 (stereo not drawn) | -9 | -5 | 3 | -6 | 0 | -35 | 3 | -8 | 3 | -2
O=C(Cc1ccccc1)Nc1ccc(N2CCOCC2)cc1N1CCOCC1 | 15* | -17 | -2 | 7 | -6 | 12 | 6 | 7 | 6 | 3
O=[N+]([O-])c1ccc(S(=O)(=O)Nc2ccccn2)cc1 | 0 | 9 | -1 | -7 | -9 | 1 | -11 | -1 | 0 | -7
O=C(CSc1nnc(COc2ccc(Cl)cc2Cl)o1)Nc1ccccn1 | -1 | 20 | 0 | -7 | 2 | -3 | -5 | -3 | -2 | 1
NC(=O)c1c(N)[nH]c(C(=O)c2ccccc2)c1-c1ccc2ccccc2c1 | -28 | 8 | -3 | -45 | 1 | -22 | -12 | -1 | -5 | -3
CC(C)n1c(=O)[nH]c(=O)n1C(C)C | 3 | -8 | 12 | 7 | 0 | -5 | -7 | -6 | 0 | -2
NS(=O)(=O)c1ccc(NS(=O)(=O)c2ccc(C3CNC(=O)C3)cc2)cc1 (stereo not drawn) | 4 | 5 | 10 | -4 | 5 | 13 | -11 | 1 | -6 | 5
CCn1nc(C(=O)OCC(=O)NCCN2C(=O)CSC2=O)c2ccccc2c1=O | -3 | 7 | 5 | 0 | 5 | -20 | -6 | -5 | -9 | -3
O=C(COC(=O)c1cccc([N+](=O)[O-])c1)NCC1CCCO1 (stereo not drawn) | 1 | 3 | 2 | 4 | -3 | 9 | -8 | -2 | 0 | 4
CCc1nc(Nc2ccccc2F)c2oc3ccccc3c2n1 | -36 | -10 | 2 | -50 | -2 | -9 | 0 | -8 | 2 | 8
